Compound activity as filed in PubChem.
A3A deaminase – inhibitors of human APOBEC3A DNA deaminase | P31941 | recombinant A3A, FAM/TAMRA ssDNA deamination fluorescence | inhibition, % at 20 µM | 0.41% of 330,000 active | AID 493011;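 active means at least 40% inhibition at 20 µM here, with at most 30% in a related deaminase screen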;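 further: plate controls were A3A with DMSO for no effect and wells lacking A3A enzyme for full effect; some results filed as inactive read as strong as hits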
Target sequence (P31941 whole entry, looked up): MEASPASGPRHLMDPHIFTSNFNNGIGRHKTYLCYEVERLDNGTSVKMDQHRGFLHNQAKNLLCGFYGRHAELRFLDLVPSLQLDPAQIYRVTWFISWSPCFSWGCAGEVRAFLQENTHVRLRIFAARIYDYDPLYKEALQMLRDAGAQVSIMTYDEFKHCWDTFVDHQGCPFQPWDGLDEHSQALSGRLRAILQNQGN
APOBEC3G inh – inhibitors of human APOBEC3G DNA deaminase | Q9HC16 | recombinant A3G, ssDNA deamination FAM/TAMRA fluorescence | inhibition, % at 20 µM | 0.28% of 330,000 active;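 active means inhibition of at least 40% at 20 µM, with no more than 30% in the related APOBEC3A deaminase screen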;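 further: plate controls were DMSO wells with A3G for no effect and wells lacking A3G enzyme for full effect; some compounds called inactive have numbers as strong as hits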
Target sequence (Q9HC16 whole entry, looked up): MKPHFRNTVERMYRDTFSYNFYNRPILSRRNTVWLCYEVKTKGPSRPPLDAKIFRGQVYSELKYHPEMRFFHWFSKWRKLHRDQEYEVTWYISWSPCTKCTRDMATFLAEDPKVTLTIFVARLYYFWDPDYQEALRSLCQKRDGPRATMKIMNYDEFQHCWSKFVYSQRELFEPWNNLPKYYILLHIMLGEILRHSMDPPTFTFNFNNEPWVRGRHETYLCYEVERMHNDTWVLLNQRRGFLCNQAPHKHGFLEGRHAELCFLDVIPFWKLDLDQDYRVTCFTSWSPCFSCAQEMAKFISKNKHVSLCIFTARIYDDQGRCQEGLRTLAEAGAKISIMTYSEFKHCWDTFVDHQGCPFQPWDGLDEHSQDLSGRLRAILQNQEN
TIM10 inh – growth inhibitors of TIM10 yeast strain. S. cerevisiae TIM10 strain growth, BacTiter-Glo luminescence, 24 h. inhibition, % at 10 µM. 1.4% of 330,000 active. AID 463195;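 active means inhibition of 40% or more at the single tested concentration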;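 further: wild-type TIM10 isogenic control strain grown at permissive 25 °C; 0% = DMSO yeast wells and 100% = minimal medium wells without yeast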
hIAP inh – blocks human intestinal alkaline phosphatase; purified IAP, CDP-Star luminescence, 30 min; inhibition, % at 10 µM; 0.12% of 330,000 active; AID 2544;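 active means inhibition reaching a set limit with compound at 10 µM in the primary screen, cut at about 35% in these data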;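 further: plate controls were DMSO wells with enzyme for no effect and no-enzyme buffer wells for full effect; values of inactives mirror those of a sister screen read the other way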
beta cell repl – induces beta-cell replication in MIN6 cells; MIN6 cells proliferation, ATPlite luminescence, 48 h; cells starved in 0.2% serum; 100% = growth in 10% serum; proliferation, % at 10 µM; 0.29% of 330,000 active;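 active means compounds whose signal lies at least 3.5 SD above the mean of all wells on their plate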;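 further: 0% = DMSO-treated cells in low-serum medium and 100% = 10% serum control; some compounds called inactive have numbers as strong as hits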
mIAP activ – increases mouse intestinal alkaline phosphatase activity | activation factor at 10 µM | AID 2805 | 0.24% of 330,000 active | muIAP, CDP-Star luminescence, 30 min; active compounds read high; 1 = vehicle-only enzyme signal, 0 = enzyme-free wells;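 active means activation factor of at least 2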; further: the source names both 10 and 20 µM as test concentration; values of inactives mirror those of a sister screen read the other way
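Assay system: mouse IAP enzyme / Compound: DMSO-dissolved test compounds / Timing: 30 min, room temperature / Measured by: luminescence from enzymatic CDP-Star hydrolysis / Control set: DMSO-only wells, enzyme-free buffer wells as negative control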
mIAP block – mouse IAP inhibition | purified mouse IAP, CDP-Star luminescence, 30 min | inhibition, % at 10 µM | 0.2% of 330,000 active;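 active means inhibition of at least 40% at 10 µM in the primary screen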;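 further: plate controls were DMSO with enzyme for no effect and no enzyme wells for full effect; values of inactives mirror those of a sister screen read the other way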
NALP3 yeast inh – inhibitors of NALP3 inflammasome in yeast | Yeast reconstituted NLRP3/ASC/caspase-1, beta-gal luminescence, 24 h | inhibition, % at 10 µM | 0.39% of 330,000 active | AID 2825;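 active means inhibition of 50% or more; inactive means inhibition below 50%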;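 further: plate controls were induced DMSO wells for no effect and uninduced yeast grown without galactose for full effect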
tim10-1 inh – inhibits growth of tim10-1 mutant yeast; S. cerevisiae tim10-1 ts strain growth, BacTiter-Glo, 24 h; inhibition, % at 20 µM; 2.2% of 330,000 active;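 active means inhibition of at least 40%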;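 further: mutant grown at 25 °C; 0% = DMSO wells with yeast and 100% = wells holding no yeast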
Numbers without * were called inactive.

SMILES	A3A deaminase	APOBEC3G inh	TIM10 inh	hIAP inh	beta cell repl	mIAP activ	mIAP block	NALP3 yeast inh	tim10-1 inh
COc1ccc2cc3c(N)nn(C(=O)c4cccc([N+](=O)[O-])c4)c3nc2c1	1	5	-15	9	0	1	-3	18	14
Cc1cc(-c2nnc(CCC(=O)NC(c3ccccc3)c3ccccc3)o2)no1	1	-2	10	2	-1	1	-3	13	-7
CCc1nnc(NC(=O)CN2CCN(Cc3ccc(F)cc3)CC2)s1	-6	-10	-9	-26	0	1	-3	15	8
O=C1C2C3C=CC(CC3)C2C(=O)N1/N=C/c1c(O)ccc2ccccc12 (stereo not drawn)	-3	-5	13	-48	-4	1.1	-8	1	-8
CCOCCCNC(=O)c1ccc(C2SCC(=O)N2Cc2ccccc2)cc1 (stereo not drawn)	0	-7	6	-17	0	1	0	-4	24
Cc1ccc(S(=O)(=O)N(C)C)cc1NC(=O)CCCNC(=O)c1ccc(Cl)cc1	-3	-7	-14	-6	0	1.1	-6	15	14
Cc1ccc(OCCn2c(=O)n(C)c3ccccc32)cc1	-4	-6	3	9	0	1	0	35	22
CCCS(=O)(=O)N1CCN(S(=O)(=O)c2ccccc2)CC1	-6	-6	-13	-2	-3	1	0	6	9
O=[N+]([O-])c1ccc(CSc2nnc(Cc3ccccc3)n2-c2ccc(F)cc2)cc1	-4	-8	32	17	-3	0.93	7	-2	33
CN(C(=O)CN1C(=O)S/C(=C\c2cccc(Cl)c2)C1=O)C1CCS(=O)(=O)C1 (stereo not drawn)	0	-1	11	-18	-4	0.95	5	4	0
CCCn1c2ccccc2c2cnn(CC(=O)NC3CCCCC3C)c(=O)c21 (stereo not drawn)	1	2	1	-14	-1	1.1	-8	14	9
Cc1csc2c(SCC(=O)NNS(=O)(=O)c3cccc(C(F)(F)F)c3)ncnc12	-4	-11	18	7	0	0.93	8	6	8
CCOC(=O)C1(Cc2cccc(Cl)c2)CCCN(C(=O)c2c(CC)noc2C)C1 (stereo not drawn)	1	12	20	-5	-3	0.93	7	14	15
CCOC(=O)c1c(C)nc2c(c1-c1ccc(OC)c(OC)c1)C(=O)c1ccccc1-2	-2	0	-19	-21	-3	1	-2	0	3
CCOC(=O)n1c(=O)n(Cc2cccc(F)c2)c2ccccc21	-3	-6	31	5	1	0.94	6	6	35
O=S(=O)(c1ccc(F)cc1)N1CCCNCC1	-2	-4	3	6	4	1	-2	15	-2
C/C(=N\OCC(=O)Nc1ccc2c(c1)OCCO2)c1ccc2c(c1)OCCO2	2	2	3	3	4	1	-4	17	6
CN1Cc2cc(C(=O)c3cc(Cl)cc(CSc4ncccn4)c3O)cnc2NC1=O	-5	-7	23	5	-6	0.99	1	24	15
Cc1cccc(C(=O)NNC(=O)c2ccccc2[N+](=O)[O-])c1	0	-2	-11	-17	0	0.99	1	17	-8
CCOC(=O)C1=C(C)NC(C)=C(C(=O)OCC)C1C(=O)OCC(=O)N(C)C1CCS(=O)(=O)C1 (stereo not drawn)	5	4	-5	1	0	0.96	4	4	-8
CC(C)CNC(=O)COC(=O)c1ccc(Cl)c(S(N)(=O)=O)c1	2	0	-1	-24	1	0.98	2	7	12
O=C(Cc1ccc2c(c1)OCCO2)Nc1ccc(Cl)c(S(=O)(=O)N2CCOCC2)c1	0	-4	9	-2	-3	1.1	-15	6	6
COc1ccc(N2C(=O)CC(Nc3ccc(N4CCOCC4)cc3)C2=O)c(OC)c1 (stereo not drawn)	3	-3	9	12	0	0.86	14	-5	4
COc1cc2c(cc1OC)C(c1ccc(C)o1)CC(=O)N2 (stereo not drawn)	-1	3	8	2	-3	1.1	-5	10	7
Cc1cc2c(c(=O)o1)C(c1cccs1)C(C#N)=C(N)O2 (stereo not drawn)	-1	-7	14	9	1	0.9	10	-17	20
O=c1[nH]c(NC2CCCCC2)nnc1Cc1ccccc1	0	-1	9	2	-2	1.2	-17	12	10
Cc1c(CCOC(=O)CC23CC4CC(CC(C4)C2)C3)sc[n+]1CC(=O)c1ccccc1	-7	-3	3	-1	-7	0.75	25	-4	5
COc1cccc(CCN2C(=O)C(=O)N([C@@H](CNCc3ccccc3)Cc3ccccc3F)C[C@@H]2C(C)(C)C)c1	-3	-5	9	14	-8	1	-4	5	19
COc1cc(C(=O)Nc2ccc3c(c2)ncn3C(C)(C)C)cc(OC)c1OC	-4	-5	-4	-16	-4	1	0	11	-10
CCCCc1ccc(N2C(=O)[C@@H]3C(CC(N)=O)NC4(C(=O)Nc5ccc(F)cc54)[C@@H]3C2=O)cc1 (stereo partly drawn)	-1	-1	23	1	1	0.97	3	-3	33

A few values from above:
mIAP activ, CCOC(=O)c1c(C)nc2c(c1-c1ccc(OC)c(OC)c1)C(=O)c1ccccc1-2 = 1
APOBEC3G inh, CCCCc1ccc(N2C(=O)[C@@H]3C(CC(N)=O)NC4(C(=O)Nc5ccc(F)cc54)[C@@H]3C2=O)cc1 (stereo partly drawn) = -1

Next compounds:
SMILES	A3A deaminase	APOBEC3G inh	TIM10 inh	hIAP inh	beta cell repl	mIAP activ	mIAP block	NALP3 yeast inh	tim10-1 inh
COc1ccc(C(=O)Nc2cccc(C(=O)N/N=C/c3ccc(OC)cc3OC)c2)cc1	-2	-5	-19	-9	-2	1	-4	12	4
Clc1ccccc1-c1nnc(-c2cccnc2)o1	-5	-8	0	-13	0	1	0	19	7
O=C(Nc1cc(Cl)ccc1Cl)c1ccc(-c2ccccc2)cc1	6	0	-2	-4	0	0.92	8	15	17
CCOC(=O)c1ccc(N/C=C/C(=O)c2ccco2)cc1	-2	-4	6	-10	-2	0.93	7	31	0
O=C(CSc1cccs1)Nc1cccc2ccccc12	-2	-6	5	4	-2	1.1	-6	-10	7
O=C(CCC(=O)c1ccccc1)NCCOc1ccccc1	4	-13	-1	-6	-1	1.1	-8	2	18
Cc1ccc2c(C)c(C(=O)Nc3nnc(C)s3)oc2c1	-3	-3	-3	-13	0	1	-2	19	-14
CC1(C)CC(=O)C2=C(C1)N(CCN1CCOCC1)C1=C(C(=O)CC(C)(C)C1)C2c1cccc(F)c1	5	3	14	-4	2	0.99	1	21	18
COc1ccc(C)cc1NC(=O)C1CCCN(S(=O)(=O)c2cccs2)C1 (stereo not drawn)	0	-8	22	5	0	0.93	7	2	14
Cc1cc(NC(=O)CSc2nnc(-c3ccncc3)n2Cc2ccccc2)n(-c2ccccc2)n1	-1	3	0	0	4	0.96	4	5	6
Cc1ccccc1NC(=O)C(C)OC(=O)CCC(=O)N(CC(C)C)c1c(N)n(CC(C)C)c(=O)[nH]c1=O (stereo not drawn)	2	-7	-6	-4	-3	1	-2	13	-12
COc1cccc(NC(=O)CN(C)C(=O)c2cc3ccccc3cc2OC)c1	-1	-3	-8	8	-1	0.94	6	28	-1
NNC(=O)c1nn(-c2ccc(Cl)cc2)cc1O	-4	-3	1	-20	0	0.96	4	0	-10
COc1ccc(NC(=O)Cn2c(C(C)C)nc(C)cc2=O)cc1Cl	9	-9	5	-1	-3	1	-1	18	-4
CN1CCN(/C=N/C2=C(C#N)C(c3ccccc3)C3=C(CC(C)(C)CC3=O)O2)CC1 (stereo not drawn)	3	0	18	0	1	1.1	-5	5	12
COc1ccccc1-n1c(CNC(=O)c2ccc(S(=O)(=O)N3CCOCC3)cc2)n[nH]c1=S	-5	42*	-7	-2	-2	1	-1	18	17
CC(=O)Oc1ccc2c(=O)c(Oc3ccccc3)c(C)oc2c1OC(C)=O	-2	-9	-4	-14	-3	1	-5	3	4
CCc1ccc(OCC(=O)N(CC)CC)cc1	2	-1	-8	1	-3	1	-5	13	-1
COc1ccc(C(CNC(=O)CSc2ccccc2F)N2CCOCC2)cc1 (stereo not drawn)	-5	-11	7	-14	-5	0.96	4	12	24
COc1ccc(C(=O)OCC(=O)NC2CC2)cc1OC	1	-1	-2	-4	1	1	0	7	-13
O=C(CCCSc1nc2sc3c(c2c(=O)[nH]1)CCC3)NCCO	-7	-4	5	1	-2	1.2	-20	11	16
CCC(C)(C)NC(=O)C1CCC(CNS(=O)(=O)c2cccc3nsnc23)CC1 (stereo not drawn)	-4	-8	9	-2	-2	0.93	7	7	7
Cc1ccnc2c1ccc1ccccc12	1	-4	-7	2	1	1.1	-5	17	12
CSc1ccc(CNc2ccc(Cl)cc2)cc1	-1	0	12	-18	-3	1	-1	12	18
CCOc1ccccc1OCCCC(=O)Nc1ccc(Cl)c(S(=O)(=O)N2CCOCC2)c1	0	-5	8	-7	-2	1.1	-7	3	20
Cc1ccc(-c2csc(NC(=O)C3CC=CCC3C(=O)O)c2C(=O)OC(C)C)cc1 (stereo not drawn)	2	-1	18	-22	-2	0.96	4	5	3
COc1cccc(-c2nnn(CC(=O)N3CCC(C)CC3)n2)c1	-3	-8	-8	-13	-2	1	-4	22	-3
CC1CC(=O)N(C)c2cc([N+](=O)[O-])ccc2N1 (stereo not drawn)	1	-3	-22	8	1	1.1	-9	-2	-6
CC(NC(=O)COc1ccccc1)C(=O)NC1=NCCS1 (stereo not drawn)	4	2	-6	-22	-5	1.1	-10	11	-7
Cc1ccc(C(=O)OCC(=O)NNC(=O)c2ccc([N+](=O)[O-])cc2)o1	8	11	2	0	6	1	-1	18	11

(cont.)
SMILES	A3A deaminase	APOBEC3G inh	TIM10 inh	hIAP inh	beta cell repl	mIAP activ	mIAP block	NALP3 yeast inh	tim10-1 inh
CCOC(=O)c1sc2nc(N3CCOCC3)c3c(c2c1N)CCCC3	-8	-8	4	0	0	1.1	-14	-5	29
CC(=O)Nc1ccc(NC(=O)Cn2c(=O)n(-c3ccc(F)cc3)c(=O)c3oc4ccccc4c32)cc1	-1	-6	-4	-15	-3	0.97	3	-8	6
CCOC(=O)CNC(=O)c1cc2c(=O)[nH]c3ccc(C)cc3c2s1	0	-3	-3	2	-2	1	-1	5	4
CN(C)S(=O)(=O)c1cccc(NC(=S)N/N=C/c2ccco2)c1	0	-6	24	-10	-3	0.82	18	15	35
CCN(CC)S(=O)(=O)c1ccc2nc(SC)sc2c1	8	3	1	-15	3	1	-1	75*	-2
Cn1cccc1/C=N/n1c(-c2ccccc2)n[nH]c1=S	-3	43*	32	4	0	0.94	6	34	10
COc1ccccc1N1CCN(S(=O)(=O)c2cn(C)c(=O)n(C)c2=O)CC1	1	-5	3	-16	-3	1.2	-15	0	-7
COc1ccc2cc3cc(C(=O)NCCN4CCc5ccccc5C4)sc3nc2c1	0	-2	69*	10	-5	0.91	9	19	26
O=S(=O)(Nc1nc2ccccc2nc1N1CCc2ccccc2C1)c1ccc(Cl)cc1	-5	-7	-13	12	-3	0.95	5	17	25
N/C(=N\OC(=O)CCCN1C(=O)c2ccccc2C1=O)c1ccc(Br)cc1	-11	6	19	-6	-4	1.1	-9	19	23
CCc1nnc(NC(=O)C2c3ccccc3Oc3ccccc32)s1	-6	-1	19	-23	-2	0.92	8	-5	20
COC(=O)CSc1nc2cc(C)ccc2cc1C#N	4	-2	11	-24	-2	1	0	4	25
CCN1C(=O)N[C@@H](c2cccs2)C(C(=O)OC)=C1C	-8	-13	34	5	-4	0.98	2	18	18
Cc1oc2c(c1C(=O)Nc1ccc(C(=O)O)cc1)CCCC2	-1	-5	3	-1	3	0.93	7	9	4

Rows were taken by chance; 4.6% or so of the library scored in one or more.
